PMI inhibition: human PMI inhibitors, high substrate, primary screen, biochemical, fluorescence intensity, high mannose 6-phosphate (AID 1220) | recombinant PMI enzyme, coupled fluorescence intensity; higher % means a stronger effect | Mannose-6-phosphate isomerase (Homo sapiens) | inhibition, % at 20 µM, or IC50 in µM where a hit was titrated | 190,000 tested, 0.66% active
P. falciparum M17LAP: P. falciparum M17LAP inhibitors, primary screen, biochemical, fluorogenic H-Leu-NHMec substrate, 1536-well (AID 1619) | recombinant M17LAP, H-Leu-NHMec fluorogenic kinetic assay; higher % means a stronger effect | inhibition, % at 30 µM, or IC50 in µM where a hit was titrated | 220,000 tested, 0.38% active;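 active = compound inhibiting the enzyme by more than half at any dose during confirmatory dose-response retesting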;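 note: plate controls were full reaction with DMSO carrier for no effect and no enzyme background for full effect; strong numbers were not always called active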
WT yeast gro inh: growth inhibition of WT strain, primary screen, mitochondrial fusion inhibitor project, WT and mutant strains, chemical genetic | mitochondrial fusion phenotypic screen | 190,000 tested, 2.1% active | AID 1362, 2008 | inhibition, % at 10 µM; in the data active = inhibition above about 58%; tested in S. cerevisiae
M1AAP inhibition: P. falciparum M1AAP inhibitors, biochemical, fluorogenic H-Leu-NHMec substrate, 1536-well (AID 1445); Aminopeptidase N (Plasmodium falciparum (isolate 3D7)); recombinant M1AAP, H-Leu-NHMec fluorogenic kinetic assay; higher % means a stronger effect; inhibition, % at 30 µM, or IC50 in µM where a hit was titrated; 220,000 tested, 0.42% active;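 active = primary inhibition above the hit cutoff, then over 50% inhibition at one or more dose response concentrations, cut at about 23% in these data, passing the limit was not always enough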;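 note: plate controls were DMSO full reaction for no effect and no enzyme background for full effect; strong numbers were not always called active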
LYP phosphatase: inhibitors of LYP phosphatase, biochemical, fluorescence intensity, uHTS (AID 1779). Tyrosine-protein phosphatase non-receptor type 22 (Homo sapiens). recombinant LYP phosphatase, fluorescence intensity; higher % means a stronger effect. inhibition, % at 11.5 µM; hits with a dose series show IC50 in µM. 290,000 tested, 0.054% active;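 note: plate controls were vehicle with enzyme for no effect and no enzyme for full effect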
Yfh1-depleted yeast: enhancers of respiration in Yfh1-depleted yeast, dose response, Friedreich's ataxia, plus single-dose screen (AID 1465); S. cerevisiae Yfh1-off respiration, WST-1 reduction, 72 h; higher fold induction means a stronger effect; fold induction at 50 µM, or EC50 in µM where a hit was titrated; 220,000 tested, 0.074% active;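 active = fold induction of absorbance versus untreated yeast above a set limit, then at least 30% activation at any dose in follow-up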;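 note: activators that raise dye reduction in frataxin-depleted yeast; strong numbers were not always called active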
XIAP antagonists: XIAP antagonists, biochemical, IAP family, fluorescence polarization (AID 1018); E3 ubiquitin-protein ligase XIAP (Homo sapiens); XIAP BIR domain, fluorescence polarization peptide displacement; higher % means a stronger effect; one-dose displacement, % at 20 µM; IC50 in µM for titrated hits; 200,000 tested, 0.007% active; in the data active = displacement above about 50%; note: a part of the inactive calls stands beside numbers as strong as those of hits
TNAP activators: human TNAP enzyme activators, primary screen, biochemical, luminescent, no phosphate acceptor, uHTS (AID 1001). 200,000 tested, 0.03% active. one-dose activation fold at 20 µM; EC50 in µM for titrated hits. purified TNAP, luminescent activation assay, no phosphate acceptor; higher activation fold means a stronger effect. Alkaline phosphatase, tissue-nonspecific isozyme (Homo sapiens); in the data active = activation fold from about 3, or a potency from the dose series; inactive = the rest, 99 in 100 with activation fold below about 1.6; note: many of its hits are not listed in these tables
human PMI inhibition: inhibitors of human PMI, primary screen, biochemical, fluorescence intensity, coupled assay (AID 1209); purified PMI enzyme, coupled fluorescence intensity; higher % means a stronger effect; inhibition, % at 20 µM, or IC50 in µM where a hit was titrated; 190,000 tested, 0.42% active;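 note: plate controls were DMSO vehicle for no effect and wells lacking substrate for full effect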
WT yeast gro inh mutant strain: further read-out of WT yeast gro inh, marked with its call; inhibition, %; mitochondrial fusion phenotypic screen, mutant strain inhibition
An asterisk follows results filed as active; i = inactive; nt = no result given. Cut-off read from the data, not from the text of the source, unless noted: active = inhibition above about 50%; inactive = the rest.

SMILES	PMI inhibition	P. falciparum M17LAP	WT yeast gro inh	WT yeast gro inh mutant strain	M1AAP inhibition	LYP phosphatase	Yfh1-depleted yeast	XIAP antagonists	TNAP activators	human PMI inhibition
COc1ccc(NC(=O)C2CCC(=O)N2S(=O)(=O)c2ccc(C)cc2)c(OC)c1 (stereo not given)	9%	2%	5	-4	2%	2%	i	-14%	1.1	10%
Cc1nc(SCC(=O)O)c(C#N)c(-c2ccco2)c1C(=O)N(C)C	nt	6%	nt	nt	1%	-6%	i	nt	nt	nt
O=C(Nc1ccccc1Cl)Oc1ccc(Cl)cc1Cl	nt	-4%	nt	nt	4%	-6%	i	nt	nt	nt
COc1cccc(NC(=O)CC2C(=O)NCCN2C(=S)Nc2ccc(F)cc2)c1 (stereo not given)	2%	8%	13	0	2%	-7%	i	-1.9%	1.1	7%
O=c1cnnc(Nc2ccc(Nc3ccccc3)cc2)[nH]1	4%	-2%	5	-3	2%	22%	i	-3.8%	1.1	-5%
Cc1ccc(CSc2nnc(CCCCCNC(=O)OC(C)(C)C)o2)cc1	nt	2%	nt	nt	4%	-3%	i	nt	nt	nt
COc1ccc(C(=O)NC(Oc2ccccc2)C(Cl)(Cl)Cl)cc1 (stereo not given)	4%	-9%	-40	-3	15%	5%	i	-4.9%	1.1	6%
O=C(COc1ccc(Br)cc1)Nc1ccc2c(c1)C(=O)NC2=O	-7%	7%	-1	-2	6%	-4%	i	-8.0%	1	-9%
CC(=O)CC1(O)C(=O)Nc2ccccc21 (stereo not given)	nt	-3%	nt	nt	-4%	-4%	i	nt	nt	nt
Cc1[nH]c2ccccc2c1/C=N/NC(=O)CNC(=O)c1ccc2c(c1)OCCO2	nt	3%	nt	nt	7%	2%	i	nt	nt	nt
O=C(NCc1ccco1)c1ccc(Cn2c(=O)c3ccccc3n(Cc3cccc(F)c3)c2=O)cc1	-5%	5%	0	-4	2%	-2%	i	-8.8%	1.1	7%
CCC(=O)N1CCCc2cc(S(=O)(=O)N3CCC(N4CCCCC4)CC3)ccc21	2%	0%	21	13	-1%	-7%	i	-2.3%	1.1	4%
Nc1ccc(-c2nc3cc([N+](=O)[O-])ccc3o2)cc1	nt	5%	nt	nt	-3%	2%	i	nt	nt	nt
CCOC(=O)N1CCN(c2ncnc3c2[nH]c2ccc(F)cc23)CC1	7%	5%	5	0	9%	-7%	i	-5.5%	1.1	3%
CC(C)(C)c1ccc(S(=O)(=O)N2CCSC2)cc1	-6%	-8%	-9	7	1%	-2%	i	-5.2%	1.1	-4%
CCc1ccccc1NC(=O)CSc1nc2ccccc2n1CC(=O)N(C)C	6%	1%	3	11	3%	-2%	i	-3.6%	1	11%
CCOC(=O)c1cccnc1SCC(=O)NCc1ccccc1	-10%	4%	-6	0	10%	1%	i	-1.8%	1.1	-9%
Cc1nn(C)cc1NC(=O)CCSc1nc(-c2ccco2)cc(C(F)(F)F)n1	-4%	14%	7	-35	4%	-2%	i	-1.4%	1.1	5%
S=c1nc(Cc2ccc(Cl)cc2)[nH]c2ccccc12	-4%	-4%	5	2	4%	-3%	i	-4.6%	1.1	-17%
CCOC(=O)C1CCCN(Cc2ccccc2F)C1 (stereo not given)	-1%	3%	-9	-7	-1%	-14%	i	-3.9%	1.1	6%
CC(=O)c1cc(-c2ccc(F)cc2)n(CCC(=O)Nc2cccc(C)n2)c1C	0%	5%	-3	22	4%	-8%	i	-3.7%	1.1	-3%
O=C(NC1CCCCCC1)c1ccc(S(=O)(=O)NCc2ccco2)cc1	7%	6%	-1	18	6%	-4%	i	-9.3%	1.1	5%
Cc1ncsc1C(=O)Nc1nc2c(s1)CCCC2	-4%	-3%	-2	8	11%	-9%	i	-2.0%	1.1	-1%
N#Cc1ccccc1S(=O)(=O)N1CCN(c2ccc(S(=O)(=O)N3CCOCC3)cn2)CC1	17%	-7%	-23	0	-1%	-5%	i	-2.7%	1.1	11%
O=C(Cc1ccc(-c2ccccc2)cc1)N1CCOCC1	4%	32%	-6	-17	3%	8%	i	2.6%	1.1	12%
O=[N+]([O-])c1cccc(-c2ccc(SCc3ccccn3)nn2)c1	1%	4%	-42	-14	6%	0%	i	-5.4%	1	5%
CCCCC1=NN(C(=O)c2ccncc2)C(O)(C(F)(F)F)C1 (stereo not given)	nt	1%	nt	nt	1%	-9%	i	nt	nt	nt
O=C(Nc1nc2c(s1)CCCC2)c1cc2n(n1)C(C(F)(F)F)CC(C1CC1)N2 (stereo not given)	10%	13%	2	-20	10%	1%	i	-0.9%	1	10%
Cc1nn(Cc2ccc(Cl)cc2)c(Cl)c1/C=N/NC(=O)CNc1ccccc1F	5%	2%	5	-6	14%	4%	i	-2.9%	1.1	17%
Cc1ccccc1CN(c1ccc(C(=O)N/N=C/c2ccc(OCC(N)=O)cc2)cc1)S(C)(=O)=O	11%	5%	0	2	4%	-3%	i	0.1%	1	13%
CCOC(=O)Cn1nc(C)c(NC(=O)COc2cccc(Cl)c2)c1C	7%	-6%	1	-9	-4%	-7%	i	-5.6%	1.2	3%
CCCNC(=O)C(Sc1ccccc1)c1ccccc1 (stereo not given)	-6%	-5%	-5	3	-2%	-9%	i	-2.7%	1	-4%
CN(/N=C/c1ccncc1)c1cnc2ccccc2n1	-8%	0%	-4	5	7%	-1%	i	-4.7%	1	-9%
Cc1cc2cc3c(cc2nc1SCC(=O)N1CCN(C(=O)c2ccco2)CC1)OCO3	11%	nt	nt	nt	nt	-5%	i	-3.0%	1.1	10%
COc1ccc2cc3c(N)c(C(=O)NCc4ccco4)sc3nc2c1	11%	-15%	5	4	-1%	-1%	i	2.4%	1.1	13%
Cc1cc(C)n2nc(C(=O)Nc3ccc4c(c3)CCC4)nc2n1	2%	-11%	6	-11	1%	5%	i	-1.9%	1.1	3%
O=S(=O)(CCc1nc2ccccc2[nH]1)c1ccc(Br)cc1	6%	-1%	-3	-12	8%	-4%	i	91%	1.1	-2%
CCn1c(CNC(=O)c2ccco2)nnc1SCC(=O)c1ccccc1	0%	4%	-2	1	-1%	-7%	i	-2.8%	1	8%
O=C(Nc1ccccc1C(=O)NCc1cccnc1)c1ccco1	-21%	-1%	-1	14	3%	-10%	i	-4.6%	1.1	-11%
COc1ccc2nc(N3CCCC(C(=O)NCCCN4CCN(C)CC4)C3)sc2c1 (stereo not given)	4%	-8%	11	-5	5%	-8%	i	-1.3%	1.1	0%
C/C(N)=N\S(=O)(=O)c1ccc(Cl)cc1	4%	-7%	-12	0	-5%	-9%	i	-9.5%	1.1	6%
Cn1c(=O)c2c(nc3n2CCS3)n(C)c1=O	nt	8%	-12	-8	7%	-2%	i	-5.4%	1	nt
CCn1c(C)csc1=NC(=O)c1ccccc1	0%	24%	-3	37	6%	1%	i	-0.2%	1.1	1%
CCOc1cc(C)nc(N2CCC(C(=O)Nc3ccccc3OCC)CC2)n1	1%	-3%	-1	-4	-3%	-4%	i	0.8%	1.2	-10%
COc1cc(C)cc(C(=O)O)c1C1=C(O)c2cccc(O)c2C(=O)C1=O	nt	13%	nt	nt	7%	-4%	i	nt	nt	nt
CCOc1ccccc1C1C(C#N)=C(N)Oc2cc(N)ccc21 (stereo not given)	7%	-11%	-5	7	2%	4%	i	-0.3%	1.2	8%
Cc1cc(C)c(OCC(=O)Nc2ccc(NC(=O)c3ccco3)cc2)c([N+](=O)[O-])c1	-7%	20%	-6	-17	9%	2%	i	-3.6%	1	-6%
Cc1ccc(S(=O)(=O)N2CC(=O)Nc3ccccc32)cc1	-3%	1%	nt	nt	2%	-4%	i	-2.5%	1	-8%
NCCCC[C@H]1CNC(=O)C(=O)N1CCC12CC3CC(CC(C3)C1)C2	nt	10%	nt	nt	8%	-6%	i	nt	nt	nt
Cc1cc(C)cc(NC(=S)NCC2CCN(C(C)c3ccccc3)C2)c1 (stereo not given)	-1%	-5%	9	23	2%	-5%	i	-2.5%	1.4	-4%
Nc1ccc2nc(SCC(=O)N3CCN(c4ccccc4)CC3)sc2c1	nt	4%	nt	nt	9%	-4%	i	nt	nt	nt
COC(=O)Cc1ccc(OCC(=O)Nc2ccc(OC(F)(F)F)cc2)cc1	-3%	-12%	13	-4	-4%	-7%	i	0.3%	1.2	1%
CCOC(=O)c1ccc(-c2ccc(/C=N/NC(=O)CN(c3ccccc3Br)S(C)(=O)=O)o2)cc1	11%	6%	18	-11	14%	-11%	i	-13%	1.1	19%
O=c1ccc(-c2n[nH]c(=S)n2-c2ccc(F)c(Cl)c2)n[nH]1	0%	4%	-3	12	1%	-6%	i	-8.1%	1	-4%
O=S(=O)(c1ccccc1)N1CCN=C1SCc1ccccc1	-2%	3%	6	20	-1%	-6%	i	-3.9%	1	-1%
O=C(CCc1ccccc1)NCc1cccnc1	4%	6%	0	18	0%	-12%	i	-3.6%	1.1	4%
COC(=O)c1c(C)[nH]c(C=O)c1-c1ccccc1	nt	-2%	nt	nt	6%	-2%	i	nt	nt	nt
O=C(O)CC1C(=O)NCCN1C/C=C/c1ccccc1 (stereo not given)	8%	4%	14	2	6%	-3%	i	-6.3%	1.1	12%
CCC(=O)Nc1cccc(C(=O)/C=C/c2ccccc2)c1	14%	12%	18	16	10%	-7%	i	4.2%	1.1	13%
CCC1=C(OC(=O)N(CC)CC)N2C(=O)OC(=NCC3CC3)[C@]2(Cc2ccccc2)[C@H]2C1=CC[C@H]1C(=O)N(C)C(=O)[C@H]12	nt	0%	nt	nt	2%	-6%	i	nt	nt	nt

Some of these compounds in order of the LYP phosphatase value, largest number first:
Molecule	PMI inhibition	P. falciparum M17LAP	WT yeast gro inh mutant strain	M1AAP inhibition	LYP phosphatase	XIAP antagonists	TNAP activators	human PMI inhibition
O=C(O)CC1C(=O)NCCN1C/C=C/c1ccccc1 (stereo not given)	8%	4%	2	6%	-3%	-6.3%	1.1	12%
Cc1cc(C)cc(NC(=S)NCC2CCN(C(C)c3ccccc3)C2)c1 (stereo not given)	-1%	-5%	23	2%	-5%	-2.5%	1.4	-4%
NCCCC[C@H]1CNC(=O)C(=O)N1CCC12CC3CC(CC(C3)C1)C2	nt	10%	nt	8%	-6%	nt	nt	nt

(further entries)
SMILES	PMI inhibition	P. falciparum M17LAP	WT yeast gro inh	WT yeast gro inh mutant strain	M1AAP inhibition	LYP phosphatase	Yfh1-depleted yeast	XIAP antagonists	TNAP activators	human PMI inhibition
O=C(CC1SC(=O)NC1=O)Nc1ccc(Cl)cc1 (stereo not given)	-3%	0%	2	2	3%	-1%	i	-3.9%	1.1	3%
O=C(O)Cc1ccc(NS(=O)(=O)c2c(Cl)cccc2Cl)cc1	-1%	7%	-5	14	4%	-4%	i	-1.1%	1.1	3%
Cc1cccc(CN2CCCC(C(=O)c3ccc4c5c(cccc35)CC4)C2)n1 (stereo not given)	7%	4%	32	38	11%	-8%	i	-0.7%	1	11%
COc1ccc(/C=C/C(=O)N2CCN(c3ccccc3)CC2)cc1S(=O)(=O)N1CCOCC1	2%	-3%	-14	12	0%	0%	i	-3.0%	1.1	7%

Random draw from the library; 3.7% or so of the library scored in one or more.
